phage Ecoli inh – E. coli growth loss with phage present. growth absorbance. inhibition, % at 11.9 µM. 360,000 tested, 0.26% active. AID 651602; in the data active = inhibition above about 11%
DSG3 Ab inh – human desmoglein-3 autoantibody binding inhibition. binding (percent of control), % at 10 µM. P32926. DSG3-coupled beads, scFv-anti-DSG3-GFP binding, flow cytometry; stronger effect = lower value. 310,000 tested, 0.48% active;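 active = binding more than 3 SD below its plate's average and above zero; inconclusive = below that plate limit but binding exactly zero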;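 also: hits lower antibody fragment binding to DSG3; some compounds called inactive have numbers as strong as hits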
Mot1-301 SUMO – SUMOylation pathway inhibition by Mot1-301 growth rescue; S. cerevisiae Mot1-301 growth rescue, ATP luminescence, 38.5C; percent above DMSO median, 100 means doubled; growth rescue, % at 18.8 µM; 320,000 tested, 1% active; AID 2716;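 active = every valid replicate shows activation above 250% relative to neutral control wells; inactive = the rest, any valid replicate at or below 250%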;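 also: OY570 slx delta 5 strain wells were the positive control but not used for scaling; some compounds called inactive have numbers as strong as hits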
MOR-DOR ag – agonists of human mu-delta opioid receptor heterodimerization | 340,000 tested, 0.3% active | cells, OPRM1-OPRD1 heterodimerization, luminescence | activation, % at 9.3 µM | AID 504326; in the data active = activation above about 18%;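 also: 0% = vehicle-treated cells and 100% = reference agonist; values of inactives mirror those of a sister screen read the other way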
AddAB inh – less growth of phage-infected E. coli with AddAB | inhibition, % at 11.9 µM | E. coli expressing H. pylori AddAB, absorbance growth | AID 435030 | 330,000 tested, 0.29% active; in the data active = inhibition above about 12%;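 also: 0% = vehicle wells of infected cells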
OPRM1-OPRD1 inv – inverse agonist of human OPRM1-OPRD1 heterodimerization; cell-based MOR-DOR heterodimer luminescence, inverse agonism; inhibition, % at 9.3 µM; 340,000 tested, 0.21% active; in the data active = inhibition above about 22%, passing the limit was not always enough;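 also: 0% = cells with DMSO and 100% = wells without cells with DMSO; values of inactives mirror those of a sister screen read the other way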
HTR5A inv ag – inverse agonist of human HTR5A in OPRM1-OPRD1 counter-screen; HTR5A cell line, luminescence, inverse agonism; inhibition, % at 9.3 µM; 340,000 tested, 0.083% active; in the data active = inhibition mostly above about 23%, no sharp cut-off; inactive = mostly below about 18%;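 also: 0% = cells with DMSO and 100% = no-cell wells with DMSO; some compounds called inactive have numbers as strong as hits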
Target sequence (P47898 whole entry, looked up): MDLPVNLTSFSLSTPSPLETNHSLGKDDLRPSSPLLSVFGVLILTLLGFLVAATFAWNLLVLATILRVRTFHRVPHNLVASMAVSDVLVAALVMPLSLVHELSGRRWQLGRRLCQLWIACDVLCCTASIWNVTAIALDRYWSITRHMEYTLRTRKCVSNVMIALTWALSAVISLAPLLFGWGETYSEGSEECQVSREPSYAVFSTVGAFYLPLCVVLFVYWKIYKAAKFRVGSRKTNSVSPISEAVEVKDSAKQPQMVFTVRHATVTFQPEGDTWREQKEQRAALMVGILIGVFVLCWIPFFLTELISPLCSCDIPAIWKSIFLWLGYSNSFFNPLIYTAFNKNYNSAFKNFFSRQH
HTR5A ag ctr – HTR5A agonism, opioid heterodimer counter-screen; P47898; HTR5A agonist assay, luminescence, cell-based; activation, % at 9.3 µM; 340,000 tested, 0.61% active; AID 504692; in the data active = activation mostly above about 9.5%, no sharp cut-off; inactive = mostly below about 7.6%;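 also: 0% = cells with vehicle only and 100% = reference agonist; strong numbers were not always called active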
PfHsp90 yeast 2 – inhibits growth of yeast expressing Plasmodium falciparum Hsp90; S. cerevisiae expressing PfHsp90, BacTiter-Glo ATP, 48 h; yeast lacking PDR1 and PDR3 efflux regulators; inhibition, % at 9.4 µM; 310,000 tested, 0.32% active;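 active = every replicate shows inhibition above about 80%, whatever the replicate mean, limit read from the data; inconclusive = mean inhibition reaches the set limit but some replicate falls short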;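 also: 0% = DMSO neutral controls and 100% = 20 µM radicicol positive controls; yeast relying on Plasmodium falciparum Hsp90 in place of its own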
PKA-R1A activ – activates the PKA-R1A holoenzyme complex; PKA-R1A dissociation, Cy5-IP20 fluorescence polarization; scaled: DMSO 0%, 113 µM cGMP 100%; AID 504707; activation, % at 11.4 µM; 340,000 tested, 0.083% active;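 active = percent activation above the mean of all tested compounds plus 3 SD, cut at about 19% in these data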;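 also: higher means more PKAc released from R1A so a rise in polarization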
Ecoli viability – reduces bacterial viability in AddAB counter-screen. E. coli V3065 growth, OD600 absorbance, 18 h. inhibition, % at 11.9 µM. 330,000 tested, 0.27% active. AID 449728;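 active = inhibition above the campaign's mean inhibition across all tested compounds plus 3 SD, cut at about 9.9% in these data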;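 also: uninfected addAB+ strain grown without phage in ampicillin broth; 0% = DMSO wells and 100% = ciprofloxacin 0.95 µg/ml wells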
Numbers without * were called inactive; ? = inconclusive; · = no result given.

entry	SMILES	phage Ecoli inh	DSG3 Ab inh	Mot1-301 SUMO	MOR-DOR ag	AddAB inh	OPRM1-OPRD1 inv
1	CCOc1nc(-c2ccccc2)ccc1-c1noc(-c2cccs2)n1	1.9	101	·	1.2	0.8	-6
2	COc1cc(-c2nnc(SCC(=O)/C(C#N)=C(\C)N)o2)cc(OC)c1OC	0.1	98	-10	-1.4	-1.8	7
3	O=C(CSC1CC(=O)N(c2ccc(C(=O)O)cc2)C1=O)Nc1ccc2ccccc2c1 (stereo not given)	4.7	99	15	-1.6	5.4	8
4	CC(Cc1ccccc1)=NNc1ccc([N+](=O)[O-])cc1[N+](=O)[O-]	0.7	95	·	8.0	·	-41
5	CC(=O)c1cc(NC(=O)c2cccc(C(F)(F)F)c2)c(=O)oc1/C=C/N(C)C	1.7	121	11	-2.9	0.6	14
6	Cc1ccccc1OCC(=O)NNC(=S)NC(=O)c1ccco1	0.5	100	-5	-1.0	-3.0	6
7	COC(CNC(=O)c1ccc(CS(=O)(=O)c2c(Cl)cccc2Cl)o1)OC	1.9	95	-1	-1.4	0.1	6
8	COc1ccc(C2CC(=O)Nc3sc(=N)c4c(N)c(C#N)c(N)nc4c32)cc1OC (stereo not given)	2.8	99	-31	0.0	0.7	0

entry	HTR5A inv ag	HTR5A ag ctr	PfHsp90 yeast 2	PKA-R1A activ	Ecoli viability
1	9	8	·	-2	0.8
2	-16	0	-3	-13	-0.9
3	13	3	15	-7	0.7
4	8	-2	-33	-3	·
5	-4	2	3	-7	-0.8
6	-11	4	?	-19	-5.9
7	-13	4	-5	-1	-0.2
8	-10	4	1	-1	-1.5

(listing goes on)
entry	SMILES	phage Ecoli inh	DSG3 Ab inh	Mot1-301 SUMO	MOR-DOR ag	AddAB inh	OPRM1-OPRD1 inv
9	COc1ccc(Oc2cc(Cl)nc(N)n2)cc1	4.0	105	6	-0.8	4.5	6
10	COc1ccc(C2CC(C(F)(F)F)n3nc(C(=O)N(C)Cc4cn(C)nc4C)c(Cl)c3N2)cc1 (stereo not given)	0.9	98	0	-1.2	0.2	7
11	O=C(OCc1nnc(-c2ccccc2)o1)c1ccccc1	4.0	90	189	-3.8	4.0	18
12	Cn1cccc1C(=O)NC(=O)COC(=O)c1ccc(S(C)(=O)=O)cc1	3.4	85	-8	1.3	0.6	-6
13	Cc1cc(OCC(=O)N2CCc3ccccc3C2)c(C)cc1Br	-0.1	114	2	9.1	·	-45
14	COc1cc2c(c(NC(C)=O)c1)N(C(C)=O)CCC2	1.6	117	·	-1.4	·	7
15	Cc1cnc(C(=O)NC2CCSc3ccccc32)cn1 (stereo not given)	-1.4	108	-1	-1.2	-0.9	4
16	CC(OC(=O)Cc1n[nH]c(=O)c2ccccc12)C(=O)Nc1ccc(F)cc1Cl (stereo not given)	2.4	101	-1	-2.4	0.5	15

entry	HTR5A inv ag	HTR5A ag ctr	PfHsp90 yeast 2	PKA-R1A activ	Ecoli viability
9	-6	0	5	7	0.8
10	-22	10	14	6	-0.2
11	-6	2	-8	7	1.8
12	8	-2	-31	4	2.9
13	-13	3	-21	-2	·
14	1	0	-13	-3	·
15	11	2	-11	-1	1.9
16	9	-3	18	0	1.6

Continued.
entry	SMILES	phage Ecoli inh	DSG3 Ab inh	Mot1-301 SUMO	MOR-DOR ag	AddAB inh	OPRM1-OPRD1 inv
17	Cc1ccc(S(=O)(=O)N2CCC(=O)N(CCOCc3ccc(C(F)(F)F)cc3)CC2)cc1	1.5	103	13	0.7	-0.2	-4
18	CCN1c2ccc(S(=O)(=O)N3CCOCC3)cc2N(Cc2ccc(OC)cc2)C1C (stereo not given)	4.6	125	-16	-1.3	0.8	8
19	COc1cccc(CNC(=O)C2CCN(Cc3cnn(-c4ccccc4)c3-n3cccc3)CC2)c1	0.9	105	·	2.2	0.7	-13
20	COCCN(C(=O)COC(=O)Cc1ccc(Cl)cc1Cl)c1c(N)n(Cc2ccccc2)c(=O)[nH]c1=O	3.2	·	5	-0.2	2.6	1
21	Cc1ccc(NC(=O)COC(=O)/C=C/c2ccc(Br)o2)cc1S(=O)(=O)N(C)C	2.9	96	-21	0.3	0.1	-1
22	COc1ccc(-c2nnc(SCc3ccc(C(=O)O)cc3)n2N)cc1	-1.2	90	499	-2.5	-0.2	13
23	CCOc1ccc(OCCn2c(S(=O)(=O)O)nc3c(N)ncnc32)cc1	·	87	14	-2.3	·	13
24	COC(=O)C1=C(C)NC(=O)NC1c1ccc([N+](=O)[O-])o1 (stereo not given)	5.7	100	-2	-2.4	9.1	12

entry	HTR5A inv ag	HTR5A ag ctr	PfHsp90 yeast 2	PKA-R1A activ	Ecoli viability
17	-23	8	4	-6	-0.7
18	-9	4	16	0	-0.5
19	-8	3	-11	-18	1.7
20	-1	2	-9	-5	0.7
21	-3	1	11	7	-0.2
22	-29	-2	21	3	1.0
23	-8	2	-10	-5	·
24	4	-1	-11	-5	3.3

Some entries already given, reduced to DSG3 Ab inh, HTR5A ag ctr and AddAB inh.
entry	compound	DSG3 Ab inh	HTR5A ag ctr	AddAB inh
18	CCN1c2ccc(S(=O)(=O)N3CCOCC3)cc2N(Cc2ccc(OC)cc2)C1C (stereo not given)	125	4	0.8
23	CCOc1ccc(OCCn2c(S(=O)(=O)O)nc3c(N)ncnc32)cc1	87	2	·

Following part
entry	SMILES	phage Ecoli inh	DSG3 Ab inh	Mot1-301 SUMO	MOR-DOR ag	AddAB inh	OPRM1-OPRD1 inv
25	CCOc1ccc(-n2c(C)nnc2SCC(=O)N(CC)CC)cc1	1.7	105	-21	0.5	1.2	-3
26	O=C(CCN=C1NS(=O)(=O)c2ccccc21)OCc1nnc(-c2ccccc2)o1	1.6	116	-11	-1.9	0.5	10
27	CCOC(=O)/C(=C/C=C1\Sc2ccccc2N1CC)C(C)=O	·	138	2	-4.1	4.6	20
28	CCCCN(CCCC)S(=O)(=O)c1ccc(C(=O)Nc2nnc(COC)o2)cc1	·	109	-17	-0.6	1.5	4
29	NC(=O)c1c(NC(=O)COC(=O)CSc2nnc(-c3ccc(Cl)cc3)o2)sc2c1CCC2	1.9	89	-1	0.8	-0.2	-5
30	CC(=O)c1cccc(NC(=O)c2ccc(NC(=O)CC3SC(N4CCCCC4)=NC3=O)cc2)c1 (stereo not given)	-5.2	98	-6	-1.9	1.8	10
31	CCOc1ccccc1C(=O)NCC(=O)Nc1ccc(-c2ccccc2)cc1	0.5	96	-3	2.9	1.7	-18
32	CCCN(CCC)C(=O)CSc1nc2n[nH]c(C)c2c(=N)n1-c1ccc(OCC)cc1	·	93	-1	-0.2	4.5	1

entry	HTR5A inv ag	HTR5A ag ctr	PfHsp90 yeast 2	PKA-R1A activ	Ecoli viability
25	4	-2	9	3	-1.7
26	7	-3	19	3	-0.8
27	4	-2	0	3	-0.1
28	-8	4	-13	-9	-3.3
29	18	-3	-50	11	-0.8
30	11	-1	9	-1	-0.2
31	-9	1	20	0	-0.7
32	-9	3	-1	-11	-1.2

Continuation:
entry	SMILES	phage Ecoli inh	DSG3 Ab inh	Mot1-301 SUMO	MOR-DOR ag	AddAB inh	OPRM1-OPRD1 inv
33	O=C1CCCN1CCCNc1ccc2nnc(CCC(=O)N3CCN(c4ccc(F)cc4)CC3)n2n1	-0.7	105	3	-3.5	2.6	17
34	O=C(Nc1ccc(Oc2ccccc2)nc1)C1CCN(Cc2ccco2)CC1	2.0	109	-6	-1.7	0.9	10
35	Cn1c(SCc2ccc(Br)cc2)nc2ccccc2c1=O	-0.6	117	-2	1.6	2.8	-8
36	CCOc1cccc(C(=O)Nc2ccc(N3CCN(S(C)(=O)=O)CC3)cc2)c1	0.2	-22*	4	6.5	2.4	-35
37	Cn1ncc(=S)[nH]c1=S	0.9	94	·	-5.8	·	30
38	C=CCn1c(=S)[nH]c2cc(C(=O)NCCc3ccc(S(N)(=O)=O)cc3)ccc2c1=O	0.3	94	3	-3.7	0.3	14
39	CCC(C)c1ccccc1NC(=O)COC(=O)CCc1cc(OC)c(OC)c(OC)c1 (stereo not given)	1.1	·	1	-1.0	2.5	5
40	Cc1ccc(CSCCNC(=O)c2ccc(Cl)c(S(=O)(=O)N3CCOCC3)c2)cc1	2.8	99	-8	1.8	0.8	-9

entry	HTR5A inv ag	HTR5A ag ctr	PfHsp90 yeast 2	PKA-R1A activ	Ecoli viability
33	-19	-2	25	1	-3.1
34	-8	2	-7	7	-1.4
35	-16	4	13	2	0.7
36	-1	0	-3	-4	0.6
37	16	-4	·	-4	·
38	22	-2	10	-3	-0.2
39	-7	0	-6	-7	0.5
40	-2	1	18	12	2.7

Three compounds from above, ordered by the number in DSG3 Ab inh, smallest number first:
no.	molecule	DSG3 Ab inh
36	CCOc1cccc(C(=O)Nc2ccc(N3CCN(S(C)(=O)=O)CC3)cc2)c1	-22*
40	Cc1ccc(CSCCNC(=O)c2ccc(Cl)c(S(=O)(=O)N3CCOCC3)c2)cc1	99
33	O=C1CCCN1CCCNc1ccc2nnc(CCC(=O)N3CCN(c4ccc(F)cc4)CC3)n2n1	105

The list continues.
entry	SMILES	phage Ecoli inh	DSG3 Ab inh	Mot1-301 SUMO	MOR-DOR ag	AddAB inh	OPRM1-OPRD1 inv
41	COC(=O)CSc1nc(C)c(C)c(C)c1C(N)=O	0.8	98	6	-2.1	-0.8	12
42	CSCCC(NC(=O)c1ccc(C(C)(C)C)cc1)C(=O)O (stereo not given)	3.5	97	-7	-0.9	4.1	5
43	O=C(C1CCC1)N1CCN(c2ccc(Cl)cc2)CC1	-1.0	92	-19	-1.0	·	5
44	CCc1nc2nc(C)c(NS(=O)(=O)c3ccc4c(c3)CCCC4)c(=O)n2[nH]1	0.1	102	-5	-1.7	1.2	9
45	CC[n+]1c(/C=C/N(C)c2ccccc2)oc2ccccc21	0.2	188	-3	-0.5	-1.0	2

entry	HTR5A inv ag	HTR5A ag ctr	PfHsp90 yeast 2	PKA-R1A activ	Ecoli viability
41	5	-2	7	0	0.5
42	-11	5	-1	2	-0.2
43	-8	1	1	-9	·
44	-7	3	-6	3	0.8
45	1	1	29	-16	-1.1

Compound activity deposited in PubChem BioAssay by several laboratories.
